Compound activity (PubChem BioAssay)
SR-BI HDL uptake: inhibitors of mouse SR-BI mediated HDL lipid uptake; ldlA[mSR-BI] CHO cells, DiI-HDL uptake fluorescence, 3 h; inhibition, % at 12.5 µM; 0.96% of 320,000 active;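 active = mean replicate inhibition of at least 70% and a set share of replicates each scoring 70 or more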;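 also: 0% = median of neutral control wells and 100% = median of positive control wells; values of inactives mirror those of a sister screen read the other way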
Target sequence (Q61009 whole entry, looked up): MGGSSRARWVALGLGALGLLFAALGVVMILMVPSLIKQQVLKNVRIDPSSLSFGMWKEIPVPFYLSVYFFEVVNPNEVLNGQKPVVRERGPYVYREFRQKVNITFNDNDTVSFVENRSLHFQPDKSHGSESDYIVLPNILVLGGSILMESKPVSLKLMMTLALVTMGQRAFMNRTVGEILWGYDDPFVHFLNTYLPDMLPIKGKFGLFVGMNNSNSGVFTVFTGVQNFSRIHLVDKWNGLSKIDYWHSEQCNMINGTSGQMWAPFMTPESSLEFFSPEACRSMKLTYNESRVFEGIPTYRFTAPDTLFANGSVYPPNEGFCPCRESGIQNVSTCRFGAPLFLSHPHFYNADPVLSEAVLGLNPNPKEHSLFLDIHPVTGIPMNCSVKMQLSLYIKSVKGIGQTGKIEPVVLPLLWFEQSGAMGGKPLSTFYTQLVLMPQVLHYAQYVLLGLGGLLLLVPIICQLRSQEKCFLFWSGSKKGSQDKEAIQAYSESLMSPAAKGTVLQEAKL
PvdQ inh: P. aeruginosa PvdQ acylase inhibition; purified PvdQ acylase, fluorescence plate reader; inhibition, % at 10 µM; 0.063% of 340,000 active; AID 488965; in the data active = inhibition above about 30%, passing the limit was not always enough;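 also: 0% = vehicle neutral wells and 100% = reference inhibitor wells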
HTR5A inv ctr: inverse agonist of human HTR5A in OPRM1-OPRD1 counter-screen; AID 504634; P47898; HTR5A cell line, luminescence, inverse agonism; 0.083% of 340,000 active; inhibition, % at 9.3 µM; in the data active = inhibition mostly above about 23%, no sharp cut-off; inactive = mostly below about 18%;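 also: 0% = cells with DMSO and 100% = no-cell wells with DMSO; some compounds called inactive have numbers as strong as hits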
Wnt act: Wnt/beta-catenin pathway activation | Wnt/beta-catenin reporter cell assay, activator, plate reader | activation, % at 9.35 µM | 1.2% of 300,000 active | AID 743398; in the data active = activation above about 30%, passing the limit was not always enough;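 also: 0% = neutral control wells and 100% = positive control wells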
HTR5A ag: activates human HTR5A in OPRM1-OPRD1 agonist counter-screen; activation, % at 9.3 µM; 0.61% of 340,000 active; HTR5A agonist assay, luminescence, cell-based; P47898; in the data active = activation mostly above about 9.5%, no sharp cut-off; inactive = mostly below about 7.6%;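 also: 0% = cells with vehicle only and 100% = reference agonist; strong numbers were not always called active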
MITF TRPM1 HTS: MITF TRPM1 promoter activation in melanoma cells | SK-MEL-5 TRPM1-promoter luciferase, 24 h; % of positive control, neutral wells = 0 | activation, % at 12.5 µM | 0.75% of 300,000 active | AID 588334;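 active = mean activation of at least 80% with every replicate also reaching 80%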;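 also: 0% = neutral control wells and 100% = parthenolide positive control wells; values of inactives mirror those of a sister screen read the other way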
NSD2 inh: NSD2 (human) methyltransferase inhibition | O96028 | NSD2 peptide methylation, AlphaScreen, 120 min | inhibition, % at 12.5 µM | 0.54% of 310,000 active; in the data active = inhibition above about 50%
CDK5 inh: CDK5/p35 (human) kinase inhibition | 0.01% of 330,000 active | inhibition, % at 10 µM | Recombinant CDK5/p35, ADP-Glo luminescence, 60 min | Q00535+Q15078;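 active = highest replicate inhibition of at least 50% and at least 75% of replicates reaching 50%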;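 also: plate controls were DMSO neutral control for no effect and GW8510 at 10 µM for full effect; many of its hits are not listed in these tables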
V-ATPase pHluor: regulators of yeast V-ATPase proton transport; 0.37% of 350,000 active; response, % at 10 µM; S. cerevisiae, pHLuorin cytosolic pH fluorescence; in the data active = response mostly above about 7.3%, no sharp cut-off; inactive = mostly below about 5.4%; also: actives read high; inactives centre near 0; some compounds called inactive have numbers as strong as hits; reference of the scale not given here
dFosB act: activators of mouse delta FosB homodimer; P13346; purified delta FosB, TAMRA-CDK5 oligo fluorescence polarization; percent of positive-control signal above neutral wells; activation, % at 25 µM; 0.99% of 340,000 active;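 active = mean activation above about 17%, with every replicate also reaching it, limit read from the data, passing the limit was not always enough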;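 also: fluorescence polarization rise as delta FosB binds a TAMRA Cdk5 AP-1 oligo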
Target sequence (P13346 whole entry, looked up): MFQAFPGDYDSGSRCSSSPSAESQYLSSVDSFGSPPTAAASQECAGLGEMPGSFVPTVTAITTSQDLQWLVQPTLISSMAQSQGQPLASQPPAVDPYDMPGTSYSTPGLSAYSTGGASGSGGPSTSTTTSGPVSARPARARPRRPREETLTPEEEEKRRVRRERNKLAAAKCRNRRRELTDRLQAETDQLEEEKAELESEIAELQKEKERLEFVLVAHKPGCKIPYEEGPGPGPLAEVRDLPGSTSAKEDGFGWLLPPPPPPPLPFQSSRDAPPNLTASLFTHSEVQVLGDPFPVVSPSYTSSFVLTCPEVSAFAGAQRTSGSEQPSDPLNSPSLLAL
Numbers without * were called inactive; / = not tested or not shown. Random draw from the library. About 5% of those tested had a hit in this group.

1) Cc1c(NC(=O)Nc2ccc(C(C)(C)C)cc2)c(=O)n(-c2ccccc2)n1C
2) COc1ccc(CCNC(=O)CSc2ccc3ccccc3c2)cc1OC
3) CCCS(=O)(=O)NCCc1cc2c(C)ccc(C)c2[nH]c1=O
4) c1cc(OCCCN2CCCCC2)ccc1CN1CCCCC1
5) N#Cc1c(N)c(C#N)c(-c2ccc(O)cc2)c2c1CCCC2
6) O=C(Nc1ccccc1)C1CC(=O)n2ncnc2N1 (centres undefined)
7) CN1CCN(CCn2c(=S)[nH]c3ccccc3c2=O)CC1
8) C/C(NC1CCCC1)=C(/C#N)C(N)=O
compound no.	1	2	3	4	5	6	7	8
SR-BI HDL uptake	-3	-5	6	1	-2	-35	-14	-14
PvdQ inh	2	-4	15	8	-10	-8	-9	-2
HTR5A inv ctr	3	6	7	12	12	9	-20	11
Wnt act	-1	0	-2	0	/	-1	2	/
HTR5A ag	-1	5	-3	-3	-5	0	6	-1
MITF TRPM1 HTS	-10	2	9	2	4	-7	-6	/
NSD2 inh	-1	-1	/	3	-3	-4	8	1
CDK5 inh	-0.9	5.8	0.0	0.2	1.3	-1.8	0.1	0.6
V-ATPase pHluor	0	4	-3	-4	2	3	2	3
dFosB act	-8	-6	-11	-4	-17	3	-13	-3

6 compounds already listed, ordered by the value under MITF TRPM1 HTS, high to low.
| cpd | Structure | SR-BI HDL uptake | PvdQ inh | Wnt act | MITF TRPM1 HTS | NSD2 inh | CDK5 inh | V-ATPase pHluor | dFosB act |
| --- | --- | --- | --- | --- | --- | --- | --- | --- | --- |
| 3 | CCCS(=O)(=O)NCCc1cc2c(C)ccc(C)c2[nH]c1=O | 6 | 15 | -2 | 9 | / | 0.0 | -3 | -11 |
| 5 | N#Cc1c(N)c(C#N)c(-c2ccc(O)cc2)c2c1CCCC2 | -2 | -10 | / | 4 | -3 | 1.3 | 2 | -17 |
| 4 | c1cc(OCCCN2CCCCC2)ccc1CN1CCCCC1 | 1 | 8 | 0 | 2 | 3 | 0.2 | -4 | -4 |
| 7 | CN1CCN(CCn2c(=S)[nH]c3ccccc3c2=O)CC1 | -14 | -9 | 2 | -6 | 8 | 0.1 | 2 | -13 |
| 6 | O=C(Nc1ccccc1)C1CC(=O)n2ncnc2N1 (centres undefined) | -35 | -8 | -1 | -7 | -4 | -1.8 | 3 | 3 |
| 1 | Cc1c(NC(=O)Nc2ccc(C(C)(C)C)cc2)c(=O)n(-c2ccccc2)n1C | -3 | 2 | -1 | -10 | -1 | -0.9 | 0 | -8 |

Additional structures follow:
9) Cc1cccc(Nc2nc(-c3sc(C)nc3C)cs2)c1
10) CN1CCN(c2ncnc3c2[nH]c2ccc(F)cc23)CC1
11) CCc1ccc2[nH]c(=O)c(C(c3nnnn3Cc3ccc(OC)cc3)N3CCOCC3)cc2c1 (centres undefined)
12) Cc1ccc(-c2ccc(S(=O)(=O)Nc3cccnc3)cc2)cc1
13) O=C(O)/C(=C\c1ccco1)NC(=O)c1ccco1
14) Cc1c(OCC(=O)NCCCN2CCOCC2)ccc2c1oc(=O)c1ccccc12
15) O=C(CN1CCC(n2nnc3cc(F)ccc32)CC1)NC1CCCCC1
16) O=c1nc(Nc2ccccc2)sc2ccc([N+](=O)[O-])cc12
compound no.	9	10	11	12	13	14	15	16
SR-BI HDL uptake	85*	-15	-5	-25	-10	8	9	0
PvdQ inh	0	-14	5	21	-1	-1	-12	7
HTR5A inv ctr	-24	10	-11	-5	-8	8	3	10
Wnt act	8	-5	/	9	2	-1	-8	/
HTR5A ag	7	-4	-1	1	2	-1	-1	-5
MITF TRPM1 HTS	/	7	6	6	3	13	4	2
NSD2 inh	-4	/	0	-1	1	-6	7	-1
CDK5 inh	-0.2	3.0	-0.1	-1.4	1.4	-1.2	-0.5	-2.0
V-ATPase pHluor	4	6	-2	-8	3	-4	1	0
dFosB act	-3	4	-4	-18	4	-45	-2	2

17) CCc1cc(=O)oc2c(C)c(OCC(=O)N3CC[C@@]4(O)CCCC[C@H]4C3)ccc12
18) O=C(N/C(=C/c1cccs1)C(=O)N1CCCC1)c1ccccc1
19) O=C(NCCCN1CCOCC1)C1CCN(S(=O)(=O)c2cccc(C(F)(F)F)c2)CC1
20) Cc1ccccc1-c1cccc(CN2CCN(C)C(CCO)C2)c1 (centres undefined)
21) CCOC(=O)c1nnn(-c2ccc(OC)cc2)c1N
22) COc1ccc(Cl)cc1C(=O)Nn1c(-c2cccs2)nc2ccccc2c1=O
23) O=C1[C@@H]2[C@H](C(=O)N1CC(O)COCc1ccccc1)C1C=C[C@H]2C1 (some centres undefined)
24) COc1ccc([N+](=O)[O-])cc1NC(=O)c1ccc(Br)s1
compound no.	17	18	19	20	21	22	23	24
SR-BI HDL uptake	36	/	-23	-3	-11	33	-3	64
PvdQ inh	1	-6	-19	-12	-2	-13	3	8
HTR5A inv ctr	-6	5	-9	-11	-13	-10	-3	6
Wnt act	-2	1	-2	-2	/	-2	-1	-1
HTR5A ag	4	-2	3	2	1	4	1	-2
MITF TRPM1 HTS	-1	/	6	-1	-3	-5	23	-12
NSD2 inh	/	-7	1	1	-1	/	/	-1
CDK5 inh	0.9	1.5	-8.6	2.4	0.8	1.1	0.5	0.3
V-ATPase pHluor	0	5	2	1	3	-1	-3	0
dFosB act	-4	-5	-1	-3	-4	-3	-9	59*

25) COC(=O)c1c(NC(=O)CSc2nc(-c3ccco3)cc(C(F)(F)F)n2)sc2c1CCCC2
26) COc1ccc(NS(=O)(=O)c2ccc3c(c2)N(C(C)=O)CCO3)c(OC)c1
27) CCN(CC)S(=O)(=O)c1ccc(-n2c(=O)c(C(C)C)c(C)n2C)cc1
28) Cc1ccc(OCC(=O)NCCCNC(=O)c2cnccn2)cc1C
29) CN1CCN(Cc2oc(CO)cc(=O)c2O)CC1
30) Cc1ccc(NC(=O)CCS(=O)(=O)c2ccc(Br)s2)cc1
31) Cc1ccc(CS(=O)Cc2ccc(C(=O)N3CCN(c4ccccn4)CC3)o2)cc1 (centres undefined)
32) COc1ccc2nc(NC(=O)CSC3=NCCS3)sc2c1
compound no.	25	26	27	28	29	30	31	32
SR-BI HDL uptake	-3	20	49	/	17	/	-8	31
PvdQ inh	1	1	-14	-12	-5	-6	-11	3
HTR5A inv ctr	10	-3	14	-6	4	-2	19	15
Wnt act	1	0	-3	2	/	-2	0	/
HTR5A ag	5	1	2	2	-1	4	0	-3
MITF TRPM1 HTS	-1	-1	6	-15	/	11	2	66
NSD2 inh	0	0	1	-1	16	1	1	1
CDK5 inh	-0.7	-0.9	-2.2	1.0	0.4	-0.1	0.2	0.0
V-ATPase pHluor	4	-3	1	3	0	1	2	-2
dFosB act	-2	-1	-1	-4	-5	-2	-9	-4

Next section.
No.	canonical_smiles	SR-BI HDL uptake	PvdQ inh	HTR5A inv ctr	Wnt act	HTR5A ag	MITF TRPM1 HTS	NSD2 inh	CDK5 inh	V-ATPase pHluor	dFosB act
33	CC(C)(C)NC(=O)C1CCN(S(=O)(=O)c2cccc3nsnc23)CC1	-13	2	0	-3	-3	-7	-2	-0.5	0	-2
34	CCN1CCN(S(=O)(=O)c2ccc(C(=O)Nc3sc4c(c3C(N)=O)CCN(CC)C4)cc2)CC1	-4	-6	-3	-1	2	7	11	0.0	-3	-7
35	O=C(Nc1ncc(Cc2cccc([N+](=O)[O-])c2)s1)c1ccco1	10	7	21	13	-5	45	-2	1.9	3	4
36	O=C1CSC(=Nc2cc(Cl)ccc2Cl)N1	-10	-4	-55	-1	-1	-4	1	-3.6	2	-3
37	Cc1ccc2nc(N3CCN(C)CC3)c(C=O)c(=O)n2c1	3	-3	-5	3	1	0	1	0.7	-1	-4
38	O=C(Cc1ccsc1)NCC(=O)Nc1ccc(F)c(F)c1	-6	-7	-7	-2	8	-5	1	0.0	-2	1
39	CC(C)(C)NC(=O)NC(=O)COC(=O)CCCc1c[nH]c2ccccc12	-19	-5	8	7	2	-23	2	0.0	-2	-7
40	O=C(COC(=O)/C=C/c1cccc(Br)c1)NCc1ccco1	6	15	5	2	2	1	-3	0.2	-4	-3
41	O=C(O)CCSc1nnc(COc2ccc([N+](=O)[O-])cc2)n1-c1ccccc1	-19	-10	6	-1	1	4	-3	-1.3	5	-7
42	O=[N+]([O-])c1cc(C(F)(F)F)ccc1NCCNC(=S)Nc1ccc(Cl)cc1	2	8	-12	0	-3	-2	2	-1.8	4	-11
43	Cc1cccc(C)c1NC(=O)CC(NCc1ccco1)C(=O)O (centres undefined)	-5	-3	4	0	2	-4	0	-0.7	1	-5
44	Cc1ccc(-n2c(-c3ccccc3)cc(=O)nc2C)cc1	29	-3	18	/	-2	2	1	2.0	1	1
45	Cn1c(=O)c2[nH]c(NCC3CCCO3)nc2n(-c2ccccc2)c1=O (centres undefined)	-3	0	6	/	2	15	-3	-0.2	-6	-5
46	CC(=O)OCC(=O)[C@@]1(O)[C@H](C)C[C@H]2[C@@H]3CCC4=CC(=O)C=C[C@]4(C)[C@@]3(F)[C@@H](O)C[C@@]21C	-10	-4	-2	-6	-1	14	/	-0.6	-2	-2
47	O=C(Nc1ccccn1)C1CCCN(c2ncnc3c2nc2n3CCCCC2)C1 (centres undefined)	1	-6	-5	0	2	-8	-2	0.1	-1	-10
48	CC(=O)Oc1ccc2nc(CN3C(=O)c4ccc([N+](=O)[O-])cc4C3=O)oc(=O)c2c1	-3	-3	11	-4	-1	-5	1	0.4	-1	8
49	c1cncc(-c2nn3c(Cn4cnc5ccccc54)nnc3s2)c1	-12	-8	14	/	-5	-14	1	-2.3	1	4
50	O=C(NCCN1CCOCC1)c1cccc(S(=O)(=O)Nc2ccc(F)cc2)c1	-32	-21	16	4	-6	-1	0	0.6	1	2
51	Cc1noc(/C=C/c2ccc(-c3ccccc3Cl)o2)c1[N+](=O)[O-]	-29	0	-2	/	-1	66	/	-0.2	-1	-28
52	Cn1c(=O)c2c(c3ccccc31)OC(C)(C)CC2	-12	-2	7	-2	4	-7	-1	-8.1	-6	1

A second format for part of the listing above:
[51] Cc1noc(/C=C/c2ccc(-c3ccccc3Cl)o2)c1[N+](=O)[O-]
  SR-BI HDL uptake: -29
  PvdQ inh: 0
  HTR5A inv ctr: -2
  Wnt act: /
  HTR5A ag: -1
  MITF TRPM1 HTS: 66
  NSD2 inh: /
  CDK5 inh: -0.2
  V-ATPase pHluor: -1
  dFosB act: -28

[52] Cn1c(=O)c2c(c3ccccc31)OC(C)(C)CC2
  SR-BI HDL uptake: -12
  PvdQ inh: -2
  HTR5A inv ctr: 7
  Wnt act: -2
  HTR5A ag: 4
  MITF TRPM1 HTS: -7
  NSD2 inh: -1
  CDK5 inh: -8.1
  V-ATPase pHluor: -6
  dFosB act: 1
